Assay outcomes (PubChem BioAssay)
V1R ag counter: V1a receptor agonism, counter-screen for OXTR agonists | P37288 | CHO-V1R cells, Fluo-8 calcium fluorescence, agonist mode; 0% DMSO, 100% 3 nM vasopressin | activation, % at 3 µM | actives 0.25% (n = 320,000) | AID 2797;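 active = activation above the mean activation of all tested compounds plus 3 SD, per screening run, cut at about 20% in these data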;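 note: signal is peak over basal fluorescence ratio across a 100 second FLIPR read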
Target sequence (P37288 whole entry, looked up): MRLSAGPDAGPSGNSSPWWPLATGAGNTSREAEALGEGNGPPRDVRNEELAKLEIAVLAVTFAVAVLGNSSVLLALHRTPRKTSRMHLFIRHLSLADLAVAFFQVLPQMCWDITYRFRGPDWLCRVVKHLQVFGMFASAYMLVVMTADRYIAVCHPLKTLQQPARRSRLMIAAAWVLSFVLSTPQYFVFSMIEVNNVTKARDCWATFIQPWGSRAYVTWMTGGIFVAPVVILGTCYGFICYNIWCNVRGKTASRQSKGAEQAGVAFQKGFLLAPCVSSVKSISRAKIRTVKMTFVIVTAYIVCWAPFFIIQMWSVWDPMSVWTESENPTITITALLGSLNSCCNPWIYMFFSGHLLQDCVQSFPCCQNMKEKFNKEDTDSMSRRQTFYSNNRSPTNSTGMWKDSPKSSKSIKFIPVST
CHO-K1 Ca antag: counter-screen for M1 antagonists: effect in parental CHO-K1 cells; AID 602250; ATP-induced calcium, Fluo-8 fluorescence; inhibition, % at 3 µM; actives 0.6% (n = 360,000);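 active = inhibition above a per-plate cutoff, the plate's mean sample inhibition plus 3 SD, cut at about 24% in these data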;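 note: 0% = DMSO plus EC80 ATP and 100% = DMSO alone without ATP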
CHO parental Ca: counter-screen for OX1R antagonists: effect in parental CHO cells. parental CHO-K1, ATP-induced calcium, Fluo-8 fluorescence. inhibition, % at 5.6 µM. actives 0.63% (n = 330,000). AID 463079;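 active = inhibition above that plate's mean sample inhibition plus 3 SD, cut at about 26% in these data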;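 note: 0% = ATP-challenged DMSO wells and 100% = DMSO wells without ATP; some compounds past the cut are filed as inactive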
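Test system: parental CHO cells; detection: calcium-sensitive Fluo-8 fluorescence; evaluation: percent inhibition of calcium signal; also added: ATP as calcium-mobilizing challenge; repeats: one well per compound; control set: ATP-challenged DMSO wells low, unchallenged DMSO wells high; compound: single nominal dose of 5.6 µM per compound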
TAAR1 antagonist: human TAAR1 antagonism. CHO RD-HGA16 TAAR1, Fluo-8 calcium fluorescence, antagonist. actives 1.5% (n = 360,000). inhibition, % at 3 µM. Q96RJ0. AID 624466;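 active = inhibition above a per-plate cutoff, the mean inhibition of test compounds on that plate plus 3 SD, cut at about 49% in these data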;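 note: 0% = DMSO plus EC80 beta-PEA response and 100% = DMSO alone without agonist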
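Test system: RD-HGA16 CHO cells with stable hTAAR1 and Gα16 / Probe or stimulus: EC80 β-phenethylamine stimulus / Times: seeding 17-24 h prior, 75-min 37 °C, 30-min RT dye loading / Detection: Fluo-8 calcium-sensitive fluorescence / Read-out basis: % inhibition scaled between DMSO and EC80 PEA controls / Repeats: singlicate, one well per test compound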
CHO-K1 Ca ag: M1 agonist counterscreen hit in parental CHO-K1 cells. actives 0.48% (n = 360,000). AID 602248. activation, % at 3 µM. Fluo-8 calcium fluorescence; scaled to maximal ATP response, vehicle zero; in the data active = activation above about 15%;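 note: untransfected CHO-K1 host cells lacking M1 receptor as counterscreen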
M1 PAM parental: M1 PAM counterscreen hit in parental CHO-K1 cells | ATP EC20, Fluo-8 calcium fluorescence; 0% at ATP EC20, 100% at ATP max | activation, % at 3 µM | actives 0.02% (n = 360,000);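 active = activation above the run cutoff, the mean activation of all test compounds plus 3 SD, cut at about 40% in these data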;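 note: peak over basal fluorescence ratio in a 140 s read after ATP addition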
GPR7 antagonist: human neuropeptides B/W receptor 1 antagonism; P48145; GPR7-expressing cells, fluorescence antagonist assay; inhibition, % at 4.4 µM; actives 1.1% (n = 290,000); AID 1861; in the data active = inhibition above about 16%, passing the limit was not always enough;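 note: cells stimulated with the agonist NPW; 0% = agonist with vehicle and 100% = vehicle without agonist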
OXTR potentiator: potentiates the human oxytocin receptor response | P30559 | CHO-OTR cells, Fluo-8 calcium fluorescence, potentiator mode; 0% = oxytocin EC15, 100% = EC100 | activation, % at 3 µM | actives 0.061% (n = 320,000);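 active = activation above that plate's cutoff, the mean activation of tested compounds plus 3 SD, cut at about 6.6% in these data, passing the limit was not always enough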;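 note: 100% uses oxytocin at 75 nM as the full agonist control; some results filed as inactive read as strong as hits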
Target sequence (P30559 whole entry, looked up): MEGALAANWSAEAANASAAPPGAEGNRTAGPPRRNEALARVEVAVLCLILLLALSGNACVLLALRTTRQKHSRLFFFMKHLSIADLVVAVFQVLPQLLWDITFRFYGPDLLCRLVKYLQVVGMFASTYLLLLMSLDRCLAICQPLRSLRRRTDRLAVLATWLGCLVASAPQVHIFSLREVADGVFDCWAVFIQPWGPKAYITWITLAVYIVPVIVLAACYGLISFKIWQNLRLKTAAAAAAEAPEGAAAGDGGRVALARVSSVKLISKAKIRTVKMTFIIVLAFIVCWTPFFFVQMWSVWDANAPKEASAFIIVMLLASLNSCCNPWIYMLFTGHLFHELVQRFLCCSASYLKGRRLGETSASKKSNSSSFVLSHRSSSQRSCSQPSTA
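Material: CHO-OTR cells, human receptor; compound dosing: single dose, 3.0 µM nominal final compound concentration; schedule: 6 min compound pre-incubation at room temperature, 100 s kinetic read; measured by: kinetic Fluo-8 calcium fluorescence; read-out basis: % activation vs EC15 and EC100 oxytocin; controls: EC15 oxytocin alone as 0%, 75 nM oxytocin as 100%; replicates: singlicate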
OXTR ag: human OXTR agonism; actives 0.32% (n = 320,000); CHO-OTR cells, Fluo-8 calcium fluorescence; normalized: DMSO 0%, oxytocin 100%; AID 2435; activation, % at 3 µM;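 active = activation above the mean of all tested compounds plus 3 SD, cutoff set per screening run, cut at about 20% in these data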;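 note: peak over basal fluorescence ratio from a 100 s FLIPR kinetic read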
* = called active by the depositor; nt = not tested or not shown. Random draw from the library; 3.5% or so of the library scored in one or more.

SMILES	V1R ag counter	CHO-K1 Ca antag	CHO parental Ca	TAAR1 antagonist	CHO-K1 Ca ag	M1 PAM parental	GPR7 antagonist	OXTR potentiator	OXTR ag
Cn1c(SCC(=O)N2CCCCCC2)nc2c([nH]c3ccccc32)c1=O	0.1	-10	-13	6	0.5	7	-6	-13	-1.3
Cc1cc(C)c(NC(=O)CN(C2CCCCC2)C2CCCCC2)c(C)c1	0.2	-13	-14	-3	0.0	3	-4	1	-0.5
CCCCC(CC)CN1C(=O)/C(=C/c2ccncc2)SC1=S (stereo not drawn)	-0.1	-9	-6	-8	3.4	16	4	-7	0.0
CCc1c(C)nc2cc(-c3ccc(OC)c(OC)c3)nn2c1NCC1CC1	-1.1	19	-13	-14	0.1	-6	-13	-8	-2.1
COC(=O)c1ccc(C(=O)N2CCCC(Nc3ccc(F)c(F)c3)C2)cc1 (stereo not drawn)	2.6	-9	-7	-21	0.6	-2	-12	-4	0.3
COc1ccc(C(O)P(=O)(OC(C)C)OC(C)C)cc1OC (stereo not drawn)	0.8	-8	-7	-2	0.5	-1	nt	0	1.2
Cc1ccc(-c2nc3cnccn3c2Nc2ccccc2)o1	0.6	2	-10	1	0.6	8	nt	-3	0.3
COc1ccc(S(=O)(=O)Nc2c(NC3CCCCC3)c3ccccc3oc2=O)cc1	3.7	-13	-35	8	2.5	-5	-24	-8	1.2
O=C(c1ccoc1)N1CCC2(CC1)Oc1ccc(Cl)cc1C(=O)C21CC(c2ccc(Cl)cc2)=NO1 (stereo not drawn)	0.9	-8	-15	-11	0.0	12	nt	-3	0.6
O=C(CSc1nnc(-c2cccs2)n1-c1ccccc1)Nc1ccccc1	-0.9	2	2	-4	0.3	3	-3	-7	-1.8
Cc1cc(N2CCOCC2)nc(C(C)C)n1	-0.4	-1	-13	-5	0.3	-11	2	-18	1.2
Cc1ccc(CSCC(=O)Nc2ccccc2F)cc1	-1.4	-18	-8	-14	2.8	11	3	-13	-2.8
O=C(Cn1c2c(sc1=O)C1c3ccccc3OCC1CS2)Nc1ccc(Cl)c(Cl)c1 (stereo not drawn)	-0.2	-3	-4	-2	0.3	17	-1	-6	0.6
O=C(CN(c1ccc(F)cc1)S(=O)(=O)c1ccccc1)N1CCOCC1	2.8	0	-7	-9	0.3	2	6	-6	-0.2
CCC(=O)Nc1cc(C)c(OC)c(C)c1	-0.2	1	3	-2	-0.1	7	8	-11	0.6

Four of the entries above in order of the OXTR potentiator value, falling:
Structure	GPR7 antagonist	OXTR potentiator
COc1ccc(C(O)P(=O)(OC(C)C)OC(C)C)cc1OC (stereo not drawn)	nt	0
Cc1ccc(-c2nc3cnccn3c2Nc2ccccc2)o1	nt	-3
CCCCC(CC)CN1C(=O)/C(=C/c2ccncc2)SC1=S (stereo not drawn)	4	-7
COc1ccc(S(=O)(=O)Nc2c(NC3CCCCC3)c3ccccc3oc2=O)cc1	-24	-8

Other structures.
SMILES	V1R ag counter	CHO-K1 Ca antag	CHO parental Ca	TAAR1 antagonist	CHO-K1 Ca ag	M1 PAM parental	GPR7 antagonist	OXTR potentiator	OXTR ag
CC(C)c1ccc(NC(=O)CN2C(=O)NC(C)(C3CC3)C2=O)cc1 (stereo not drawn)	0.1	0	-20	1	0.1	8	nt	6	0.1
Cc1ccc(CN2CC(C(=O)Nc3ccccc3N3CCCC3)CC2=O)cc1 (stereo not drawn)	-1.1	-13	-16	-15	0.7	12	nt	0	-2.0
CCCSc1ncccc1C(=O)O	0.9	-2	-3	-5	-0.2	-10	-12	-9	0.6
Cc1cccc(NC(=O)CNC(=O)CSc2nc(N)cc(N)n2)c1C	nt	-10	nt	-25	0.6	15	nt	nt	nt
O=C(NCCc1ccco1)C(=O)NCCC1CCCCN1S(=O)(=O)c1ccccc1 (stereo not drawn)	-0.3	-4	-20	6	-0.7	4	nt	-1	-2.0
O=C(NCc1ccc(Cl)s1)C1CCC(=O)N(CCc2cccc(F)c2)C1 (stereo not drawn)	0.8	-4	-24	-2	1.1	-3	5	-2	-0.3
COc1ccc(S(=O)(=O)N2CCC(C(=O)N3CCCC3)CC2)cc1	-0.4	-6	-1	6	0.7	8	-8	0	1.1
COc1ccc(Nc2c(C3CC3)nc3nc(C)cc(C)n23)cc1	nt	-18	nt	-26	-0.3	27	nt	nt	nt
CN(Cc1cccs1)C(=O)c1ccc(S(=O)(=O)NCc2ccco2)cc1	0.7	-2	-3	-30	1.4	5	11	-4	1.0
O=C(NCCO)C1CCN(C(=O)c2ccc(-c3ccccc3)cc2)CC1	-0.9	-8	-5	6	0.1	23	-2	-4	0.7
CC1CCCCC1NCC(=O)Nc1ccccc1C(=O)Nc1ccccc1 (stereo not drawn)	0.8	-6	-19	4	1.1	12	nt	-1	0.9
CC(C)(C)NC(=O)C1CC(=O)OC12CCCCC2 (stereo not drawn)	1.1	-4	-5	3	-0.2	4	-9	-6	0.4
Cc1nc2ccccn2c(=O)c1NC(=O)c1ccco1	nt	22	nt	-9	0.3	-12	nt	nt	nt
CCOC(=O)C[C@H]1c2cc(C(F)(F)F)ccc2S(=O)(=O)N1Cc1ccccc1	-1.4	1	-33	15	-0.8	-18	nt	-1	-1.4
CC(C)c1ccc(NC(=O)Cn2ncc3ccccc32)cc1	nt	-6	nt	-8	-0.1	12	-4	nt	nt
CC1(C(=O)Nc2ccc3ccccc3c2)CCC(=O)N1CCCn1ccnc1 (stereo not drawn)	nt	10	nt	-7	0.3	10	nt	nt	nt
CCn1c(SCc2ccccc2)nc2cc(S(N)(=O)=O)ccc21	2.0	-3	-1	-10	4.4	9	4	-10	3.1
Cc1ccc(/C(O)=C/C(=O)C(=O)NC23CC4CC(CC(C4)C2)C3)cc1	0.2	-11	-13	-18	0.4	1	-10	-6	0.2
Nc1ccc(SCCN2C(=O)c3ccccc3C2=O)cc1	0.1	-8	-12	8	1.0	21	8	-2	1.5
CCOC(=O)CC1C(=O)NCCN1C(=O)c1c(Cl)cccc1Cl (stereo not drawn)	1.3	-11	4	-8	1.9	6	5	-14	-0.3
O=C(CCc1ccccc1)OCC(=O)c1cccc([N+](=O)[O-])c1	0.0	3	-5	-7	-0.2	0	-20	-17	-1.7
CCOCC(=O)Nc1c(C(=O)Nc2ccc(OC)cc2OC)oc2ccccc12	0.4	-8	-9	17	0.2	-4	-6	4	-0.2
COc1c(C)cc(Br)cc1C(=O)Nc1ccc(S(N)(=O)=O)cc1	0.4	-10	-15	22	3.8	14	-4	-19	-0.1
COc1ccc(N2CCN(CC(=O)Nc3c(C)cc(C)cc3C)CC2)cc1	2.7	4	-4	-2	0.6	8	-8	-9	-0.2
c1cnc(-c2noc(CN3CCN(C4C5CC6CC(C5)CC4C6)CC3)n2)cn1 (stereo not drawn)	-0.3	8	7	-13	-0.4	2	-12	-2	0.4
CC1Oc2ccccc2N(CC(=O)c2ccccc2)C1=O (stereo not drawn)	-0.5	-6	-12	nt	0.4	24	-4	1	-1.6
Cc1ccc(Nc2c(-c3cccnc3)nc3ccc(Br)cn23)cc1	-0.5	1	-22	-22	-0.3	-8	-1	-2	-0.9
COc1ccc(C(=O)COC(=O)c2cccs2)cc1	-0.1	-8	-4	-32	0.1	12	nt	-5	1.2
CCCCNS(=O)(=O)c1ccc(NC(=O)C(Sc2ccccc2)c2ccccc2)cc1 (stereo not drawn)	2.5	4	19	2	1.0	15	1	-6	1.8
Cc1ccc(-c2c3c(nc4sc(C(N)=O)c(N)c24)CCCC3)o1	-1.0	11	-11	-17	-0.2	0	-14	-3	-1.6
CCOc1cc(/C=N/NS(=O)(=O)c2ccccc2)ccc1OS(=O)(=O)c1ccc(C)cc1	-0.9	-17	-7	7	0.1	13	0	-14	-1.9
O=C(O)c1ccccc1SCc1cn2cc(Br)ccc2n1	0.2	0	0	-1	0.0	-4	-8	-8	-1.0
CCCCOC(=O)C(C#N)c1nc2ccccc2nc1N1CCN(Cc2ccc3c(c2)OCO3)CC1 (stereo not drawn)	0.5	2	1	6	0.1	14	13	-3	0.6
CN(CC(=O)Nc1ccc(Cl)c(C(F)(F)F)c1)C(=O)C1CCC1	2.1	-5	-14	-5	4.0	13	nt	-18	1.6
CCOC(=O)CCSc1nc(C)c2cc(C)c(C)cc2n1	-0.9	-7	-23	-9	0.4	19	0	-12	-2.3
CC1CC(C)CN(C(=O)CSc2nnc3ccccn23)C1 (stereo not drawn)	0.0	-3	2	-8	-0.2	7	nt	-6	1.1
COc1cc(OC)cc(C(=O)NC2CC(C)(C)NC(C)(C)C2)c1	0.3	5	-3	-14	-0.5	-14	-10	-3	0.1
COc1ccc(NS(=O)(=O)c2ccc(N3CCOCC3)c(N)c2)cc1	12	13	28	17	13	-7	nt	-9	20*
COc1cccc(NC(=O)[C@H](CC(C)C)NC(=O)N2CCn3c2nc2ccccc23)c1	2.6	-21	-22	-3	1.5	-8	4	0	1.0
COc1cc(CC(=O)Nc2cc(S(C)(=O)=O)ccc2Cl)cc(OC)c1OC	0.2	-8	-17	4	0.0	9	-1	-5	1.1
CCCCOc1ccccc1NC(=O)Cn1c(-c2nonc2N)nc2ccccc21	-1.1	-7	-8	10	0.5	27	10	-7	-0.2
COC(=O)[C@@]1(Cc2ccc(F)cc2)[C@H]2c3cc(C(=O)N(C)C)n(C[C@H](O)CO)c3C[C@H]2CN1C(=O)c1ccccc1	0.5	-13	-14	-15	0.5	10	4	-1	-0.9
O=C(c1cccs1)N1N=C(c2ccccc2)CC1c1ccccc1 (stereo not drawn)	0.0	-13	-28	13	-0.4	6	-12	-10	-2.0
Cc1ccccc1S(=O)(=O)/N=C(/c1ccccc1)N(C)C	1.1	-14	-4	-15	0.2	4	-3	-2	0.1
COc1ccccc1N1CCN(C(=O)c2ccncc2)CC1	0.7	4	-18	-12	0.2	11	-2	-3	-0.3
O=P(OCC1CC1)(c1ccccc1)c1ccccc1	-1.0	0	-4	7	0.1	14	-8	-2	-1.8
COc1cccc(C(C)(O)c2nc(-c3ccc(F)cc3OC)cs2)c1 (stereo not drawn)	nt	-6	nt	0	-0.2	21	nt	nt	nt
CCOc1cc(N2CCOCC2)c(OCC)cc1NC(=O)COC(=O)CCn1c(C)csc1=O	0.2	-13	8	-1	1.1	9	nt	-7	-0.2
CC1CCCCC1NC(=O)c1cccc(N2C(=O)C3C4C=CC(C4)C3C2=O)c1 (stereo not drawn)	4.8	-13	-18	-7	4.5	11	-8	-2	2.9
